Screening results from PubChem BioAssay.
MEKK2mut PB1 HTS – MEK5 binding signal on mutant MEKK2 PB1, primary screen, biochemical, multiplex bead flow cytometry, Alexa488-MEK5; AID 1530, 2009; 0.35% of 290,000 active; percent response, % at 10 µM; Alexa488-MEK5 binding to MEKK2 mutant; in the data active = percent response above about 24%, passing the limit was not always enough; also: inactives centre near 1; some results filed as inactive read as strong as hits; reference of the scale not given here
GalR3 antagonist – GalR3 antagonists in HEK293 cells, primary screen, cell-based, fluorescence readout; HEK293 GalR3-CNG cAMP membrane potential fluorescence; galR3 body fused to GalR1 C-terminus; inhibition, % at 3 µM; 0.44% of 360,000 active; AID 651719, 2012;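 active = inhibition above the screen-wide average plus 3 SD, cut at about 13% in these data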;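 also: forskolin and galanin both at EC90 stimulate the cells; cAMP rise reported by CNG channel membrane potential dye signal; 0% = forskolin plus galanin with DMSO and 100% = forskolin alone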
Target sequence (O60755 1-299 limits assumed): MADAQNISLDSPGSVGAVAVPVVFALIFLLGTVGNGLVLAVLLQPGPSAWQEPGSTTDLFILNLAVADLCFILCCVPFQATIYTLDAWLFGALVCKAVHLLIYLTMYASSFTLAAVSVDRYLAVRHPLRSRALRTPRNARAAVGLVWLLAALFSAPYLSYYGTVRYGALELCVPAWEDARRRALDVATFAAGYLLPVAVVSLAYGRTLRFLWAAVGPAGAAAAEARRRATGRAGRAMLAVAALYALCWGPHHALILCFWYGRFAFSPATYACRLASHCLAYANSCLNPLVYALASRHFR
FID counter – compounds displacing fluorescent DNA intercalator, primary screen, artefact control for HCV NS3 helicase inhibitor project, biochemical, FID fluorescence. inhibition, % at 7.9 µM. DNA fluorescent intercalator displacement. 0.17% of 290,000 active; in the data active = inhibition above about 37%;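 also: 0% = vehicle and 100% = reference compound; higher means more ethidium bromide displaced from hairpin DNA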
SUMO HTRF inh – inhibitors of in vitro SUMOylation cascade, primary screen, biochemical, HTRF, uHTS. SUMO-conjugating enzyme UBC9 (Homo sapiens), P63279. HTRF SUMOylation assay, SAE1/SAE2 + UBC9. inhibition, % at 35 µM. 0.36% of 290,000 active; in the data active = inhibition above about 50%, passing the limit was not always enough; also: strong numbers were not always called active
Target sequence (P63279 whole entry, looked up): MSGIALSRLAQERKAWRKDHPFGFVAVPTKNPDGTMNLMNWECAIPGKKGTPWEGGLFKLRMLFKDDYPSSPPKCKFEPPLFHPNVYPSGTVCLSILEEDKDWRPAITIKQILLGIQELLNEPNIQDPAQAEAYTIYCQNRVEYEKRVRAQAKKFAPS
HCV NS3 hel inh – inhibitors of HCV NS3 helicase, primary screen, biochemical, Cy5 molecular beacon fluorescence; Hepatitis C virus NS3 helicase; NS3 helicase DNA unwinding; 0.56% of 290,000 active; inhibition, % at 10.9 µM;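 active = inhibition above the mean of all tested compounds plus 3 SD, set per campaign, cut at about 35% in these data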;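 also: 0% = DMSO wells and 100% = thioflavine S control wells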
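Assay system: hepatitis C virus NS3 helicase domain fragment enzyme. Also added: annealed dual-labelled DNA beacon duplex, ATP-started. Timing: 1 h reaction at 25 °C, ATP-initiated. Technique: Cy5 fluorescence at 0 and 60 min, beacon hairpin quenching. Evaluation: % inhibition of unwinding. Replication: one well per compound.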
MEKK2wt PB1 HTS – modulators of MEK5 binding to wildtype MEKK2, primary screen, biochemical, multiplex bead flow cytometry, Alexa488-MEK5. binding response (% of control), % at 10 µM. Alexa488-MEK5 binding to MEKK2 WT; actives lie on both sides. 1.1% of 290,000 active. AID 1531, 2009. Mitogen-activated protein kinase kinase kinase 2 (Homo sapiens), Q9Y2U5; in the data active = binding response below about 67% or above about 130%
MEKK3 PB1 HTS – modulators of MEKK3-MEK5 PB1 binding, primary screen, biochemical, wildtype MEKK3, multiplex bead flow cytometry, Alexa488-MEK5 | Mitogen-activated protein kinase kinase kinase 3 (Homo sapiens), Q99759 | 1.4% of 290,000 active | AID 1529, 2009 | binding response (% of control), % at 10 µM | bead-based flow cytometry, Alexa488-MEK5 binding to MEKK3; actives lie on both sides; 0 = blocked by unlabeled MEK5, 100 = vehicle;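 active = binding response more than 3 SD above or below the average of its plate-row segment, actives on both sides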;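 also: Alexa488 bead fluorescence after subtracting the streptavidin-only scavenger bead signal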
Target sequence (Q99759 whole entry, looked up): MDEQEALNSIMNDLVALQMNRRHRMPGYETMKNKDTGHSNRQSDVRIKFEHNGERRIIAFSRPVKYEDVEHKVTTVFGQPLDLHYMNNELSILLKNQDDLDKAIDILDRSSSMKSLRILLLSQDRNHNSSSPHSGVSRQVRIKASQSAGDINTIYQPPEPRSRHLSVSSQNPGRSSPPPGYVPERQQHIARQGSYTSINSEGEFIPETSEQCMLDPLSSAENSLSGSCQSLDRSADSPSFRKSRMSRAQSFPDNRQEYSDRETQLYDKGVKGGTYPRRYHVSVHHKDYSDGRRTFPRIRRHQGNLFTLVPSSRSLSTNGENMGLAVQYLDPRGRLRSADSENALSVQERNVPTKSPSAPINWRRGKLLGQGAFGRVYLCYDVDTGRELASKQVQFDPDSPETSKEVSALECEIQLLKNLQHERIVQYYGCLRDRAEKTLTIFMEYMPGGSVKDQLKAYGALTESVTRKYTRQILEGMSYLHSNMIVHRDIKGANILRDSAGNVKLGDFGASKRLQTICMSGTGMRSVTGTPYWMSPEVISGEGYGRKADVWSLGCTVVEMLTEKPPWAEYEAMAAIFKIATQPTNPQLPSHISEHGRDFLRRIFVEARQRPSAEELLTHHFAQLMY
CRFR2-BP ag – agonists of CRF-BP/CRF-R2 complex, primary screen, cell-based, HEK293, calcium dye fluorescence, uHTS. CRF-binding protein / CRF receptor 2 complex (human). calcium dye fluorescence (FLIPR); percent of saturating CRF peptide response. activation, % at 13.2 µM. 0.46% of 350,000 active;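 active = activation of at least 50%, plus an integration ratio under a set limit after plate pattern correction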;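 also: plate controls were neutral control wells without compound for no effect and CRF at EC100 for full effect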
CRFBP-R2 block – antagonists of CRF-BP/CRF-R2 complex, primary screen, cell-based, HEK293, calcium dye fluorescence, uHTS; CRF-induced calcium fluorescence; inhibition, % at 11.8 µM; 0.59% of 350,000 active; AID 588475, 2011;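 active = inhibition of the ligand-induced calcium signal above about 50% at the single tested concentration, limit read from the data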
Numbers without * were called inactive; nt = not tested or not shown. Only part of the results is shown, so the mix of outcomes need not match the whole.

[1] O=C(NCCc1ccccc1F)C1CCCN1S(=O)(=O)c1ccc2ccccc2c1 (centres undefined)
[2] O=C1CC(N(Cc2ccco2)C(=O)Nc2ccc(F)cc2)C(=O)N1c1ccc(F)cc1 (centres undefined)
[3] CC(=O)Nc1ccc(S(=O)(=O)NCC(=O)OCc2ccccc2)cc1
[4] O=C(Oc1ccc(C(=S)N2CCOCC2)cc1)c1ccc([N+](=O)[O-])cc1
[5] CC1(OC(=O)CCc2ccccc2)C(=O)C=C2C=C(c3ccc(C#N)cc3)N(Cc3ccccc3)C=C2C1=O (centres undefined)
[6] COc1ccc(CCN2C(=O)CC(NNC(=O)c3ccccc3Br)C2=O)cc1OC (centres undefined)
[7] CCOC(=O)c1c(C)c(C(=O)N(C)C2CCCCC2)c(C)n1C
[8] CCCCCSc1nc2c(cnn2-c2ccc(F)cc2)c(=O)[nH]1

assay / entry,1,2,3,4,5,6,7,8
MEKK2mut PB1 HTS,0,-2,-2,7,-15,-1,10,5
GalR3 antagonist,-6,-6,-2,-7,-1,-4,2,-9
FID counter,-36,0,-5,-6,nt,-18,-28,-5
SUMO HTRF inh,-18,0,0,-5,9,-3,16,26
HCV NS3 hel inh,-6,3,-4,5,nt,10,8,6
MEKK2wt PB1 HTS,101,99,90,119,93,97,107,103
MEKK3 PB1 HTS,105,99,88,107,102,100,106,105
CRFR2-BP ag,1.5,0.1,-1.0,3.2,-0.3,-0.8,0.3,0.2
CRFBP-R2 block,-22,-3,-20,22,-6,5,6,-5

[9] O=C(Nc1cc(SCC(O)CO)cc([N+](=O)[O-])c1)c1ccc(-n2cnnn2)cc1 (centres undefined)
[10] N#CC1=C(N)Oc2cc(O)ccc2C1c1ccncc1 (centres undefined)
[11] Cn1c(SCC(=O)Nc2cccc(F)c2)nc2c([nH]c3ccccc32)c1=O
[12] CCC1=Nc2cc(C(=O)NCc3ccco3)ccc2Sc2ccc(C)cc21
[13] CC(C)C(=O)Nc1nnc(Sc2ccc(N(C)C)cc2)s1
[14] Cc1ccc(C)c(NC(=O)CCc2ccc(S(=O)(=O)NC3CCCCC3)cc2)c1
[15] CCOc1cc(C(=O)Nc2cc(C)ccc2C)ccc1OCC(=O)N1CCCCC1
[16] COC(=O)c1sccc1NC(=O)CC1C(=O)NCCN1C(=O)c1ccccc1 (centres undefined)

assay / entry,9,10,11,12,13,14,15,16
MEKK2mut PB1 HTS,-7,8,-13,-2,-3,4,32,-5
GalR3 antagonist,-3,-2,9,3,-5,4,-6,-2
FID counter,8,-4,-2,-42,-5,-35,-33,-11
SUMO HTRF inh,14,17,27,-10,25,4,6,5
HCV NS3 hel inh,-4,-3,1,19,0,-1,-2,-3
MEKK2wt PB1 HTS,92,108,84,98,93,102,114,102
MEKK3 PB1 HTS,101,107,88,102,97,102,107,102
CRFR2-BP ag,-0.3,1.2,-1.2,-0.8,0.8,-1.9,-3.4,2.6
CRFBP-R2 block,-4,10,5,3,1,-14,24,-1

[17] CCOc1ccccc1CN1CCNC(=O)C1CC(=O)NCc1cc(C)n(C)n1 (centres undefined)
[18] CN(C)CCNc1ncnc2ccccc12
[19] O=Cc1cccn1-c1ccccc1
[20] Clc1ccc(CSc2nnc(CN3CCOCC3)n2-c2ccccc2)cc1Cl
[21] Cc1sc(NC(=O)CSc2nnc(CCNC(=O)c3cccs3)n2C)nc1-c1ccccc1
[22] O=C(Nc1ccccn1)Nc1ccccc1[N+](=O)[O-]
[23] CC1=NOC(=O)/C1=C\c1ccc(-c2cc(Cl)ccc2Cl)o1
[24] CC(C)=C1C2CCC1C(C(=O)NCc1ccccc1)C2C(=O)O (centres undefined)

assay / entry,17,18,19,20,21,22,23,24
MEKK2mut PB1 HTS,2,-5,1,0,2,1,4,2
GalR3 antagonist,-7,-5,-4,3,-5,-9,-2,-6
FID counter,-16,5,nt,-46,-3,0,4,-14
SUMO HTRF inh,3,5,4,12,-15,2,nt,-47
HCV NS3 hel inh,-4,-7,nt,-3,-2,11,28,-2
MEKK2wt PB1 HTS,98,99,100,100,101,105,101,110
MEKK3 PB1 HTS,100,98,101,98,110,102,107,108
CRFR2-BP ag,1.2,0.4,0.3,0.8,-0.1,0.2,116*,-1.5
CRFBP-R2 block,4,0,3,-30,-4,-16,-79,5

Five compounds already listed, ordered by length of the SMILES, ascending.
[19] O=Cc1cccn1-c1ccccc1
[18] CN(C)CCNc1ncnc2ccccc12
[24] CC(C)=C1C2CCC1C(C(=O)NCc1ccccc1)C2C(=O)O (centres undefined)
[23] CC1=NOC(=O)/C1=C\c1ccc(-c2cc(Cl)ccc2Cl)o1
[20] Clc1ccc(CSc2nnc(CN3CCOCC3)n2-c2ccccc2)cc1Cl

assay / entry,19,18,24,23,20
MEKK2mut PB1 HTS,1,-5,2,4,0
GalR3 antagonist,-4,-5,-6,-2,3
FID counter,nt,5,-14,4,-46
SUMO HTRF inh,4,5,-47,nt,12
HCV NS3 hel inh,nt,-7,-2,28,-3
MEKK2wt PB1 HTS,100,99,110,101,100
MEKK3 PB1 HTS,101,98,108,107,98
CRFR2-BP ag,0.3,0.4,-1.5,116*,0.8
CRFBP-R2 block,3,0,5,-79,-30

New compounds follow
[25] Cc1cc(C)cc(N=C2NC(=O)CS2)c1
[26] COc1cccc(CN(C)C(=O)C23CC4CC(CC(C4)C2)C3)c1
[27] COC(=O)C1=C(C)OC(N)=C(C#N)C1c1cccnc1 (centres undefined)
[28] Cc1ccccc1N1CC(C(=O)Nc2nnc(SCCC3OCCO3)s2)CC1=O (centres undefined)
[29] Cc1cccc(NC(=O)Cn2nc([N+](=O)[O-])c(Br)c2C)n1
[30] COc1ccc(NC(=O)NNC(=O)COc2ccc3cc(Br)ccc3c2)cc1
[31] Cc1ccc(S(=O)(=O)N2CCOCC2)cc1NC(=O)CNC1CCCC1
[32] CCOc1ccc(CN(C(=O)c2cc3ccccc3oc2=O)C2CC2)cc1

assay / entry,25,26,27,28,29,30,31,32
MEKK2mut PB1 HTS,18,1,2,3,2,-3,-1,1
GalR3 antagonist,-3,-6,-4,-2,3,-4,0,-4
FID counter,-12,-36,1,-50,5,-1,3,-27
SUMO HTRF inh,7,9,4,9,6,4,14,-7
HCV NS3 hel inh,9,-2,3,13,-8,4,4,-7
MEKK2wt PB1 HTS,106,97,97,100,100,94,101,93
MEKK3 PB1 HTS,105,96,97,101,83,102,104,97
CRFR2-BP ag,-1.6,-0.2,4.2,-2.2,-1.3,0.5,-2.1,0.5
CRFBP-R2 block,6,-16,12,7,10,-4,14,-8

Filtered by structure: the entries above with an NH in an aromatic ring.
[8] CCCCCSc1nc2c(cnn2-c2ccc(F)cc2)c(=O)[nH]1
[11] Cn1c(SCC(=O)Nc2cccc(F)c2)nc2c([nH]c3ccccc32)c1=O

assay / entry,8,11
MEKK2mut PB1 HTS,5,-13
GalR3 antagonist,-9,9
FID counter,-5,-2
SUMO HTRF inh,26,27
HCV NS3 hel inh,6,1
MEKK2wt PB1 HTS,103,84
MEKK3 PB1 HTS,105,88
CRFR2-BP ag,0.2,-1.2
CRFBP-R2 block,-5,5

More compounds follow:
[33] Cc1cccc2cc(C(c3nnnn3Cc3ccc4c(c3)OCO4)N3CCCC3)c(=O)[nH]c12 (centres undefined)
[34] CC1(C)CC(=O)c2c(O)c(-c3ccccc3)c(=O)n(-c3ccccc3)c2C1
[35] CNC(=S)N1N=C(c2ccc(C)cc2)CC1c1cc(OC)ccc1OC (centres undefined)
[36] O=C1c2ccccc2C(=O)N1CN(C(=O)COc1ccc(Cl)cc1Cl)c1cccc(F)c1
[37] CCN(CC)S(=O)(=O)c1ccc(N(C)Cc2cccnc2)nc1
[38] Cc1ccc(-c2nc(NC(=O)c3ccc(S(=O)(=O)N(CCC#N)CCC#N)cc3)sc2-c2ccccc2)cc1
[39] Cc1ccc(C(=O)Nc2ccccc2C(=O)N2CCCCC2C)cc1 (centres undefined)
[40] Cc1cc(C(=O)NCCCN2CCCC2=O)cs1

assay / entry,33,34,35,36,37,38,39,40
MEKK2mut PB1 HTS,-12,-2,-4,1,10,-1,12,6
GalR3 antagonist,5,-12,-8,-1,1,-1,0,-2
FID counter,-10,-16,-19,-1,-10,-3,-30,-1
SUMO HTRF inh,13,-14,-3,-11,18,3,14,-2
HCV NS3 hel inh,1,0,8,0,15,-1,19,-4
MEKK2wt PB1 HTS,90,95,90,105,108,104,108,110
MEKK3 PB1 HTS,89,94,100,139*,107,103,106,106
CRFR2-BP ag,-0.6,-0.4,0.0,-1.1,0.3,0.2,-14,-0.8
CRFBP-R2 block,-3,7,-23,-41,10,5,-8,11

[41] CC(C)(C)NC(=O)CN(C(=O)CCC(=O)Nc1nccs1)c1cccc(C(F)(F)F)c1
[42] CCC(Sc1nc2ccc(N)cc2s1)C(=O)Nc1nccs1 (centres undefined)
[43] Cc1ccc(-n2cnc(=O)c3cccnc32)cc1
[44] Cc1ccc(C2NC(=O)Cc3ccccc32)cc1 (centres undefined)
[45] CCOC(=O)Cn1cnc2c(cnn2-c2ccc(OC)cc2)c1=O
[46] Cc1cc(NC(=O)CN2CCCCC2C)no1 (centres undefined)
[47] CCN(CC)S(=O)(=O)c1ccc(OCC2CCCCO2)c([N+](=O)[O-])c1 (centres undefined)
[48] CC(=O)c1ccc(OCc2ccc(C(=O)c3ccccc3)cc2)cc1

assay / entry,41,42,43,44,45,46,47,48
MEKK2mut PB1 HTS,5,-5,-2,5,2,1,-7,-1
GalR3 antagonist,-11,-5,-1,-3,-7,2,-8,11
FID counter,-33,-2,3,-21,-6,2,-26,-12
SUMO HTRF inh,-6,11,-15,-3,0,2,-9,15
HCV NS3 hel inh,-1,2,5,-2,-2,6,-9,-9
MEKK2wt PB1 HTS,106,96,95,98,103,95,94,99
MEKK3 PB1 HTS,101,99,95,101,104,97,97,103
CRFR2-BP ag,2.5,-0.6,-1.9,-1.5,-1.5,1.8,4.8,-2.2
CRFBP-R2 block,7,-4,5,1,-8,-4,-31,17

[49] COc1ccccc1C(=O)NCc1nnc(SC(C)C(=O)Nc2nccs2)n1C (centres undefined)
[50] CCOC(=O)C1(Cc2ccccc2)CCN(Cc2cccc3nccnc23)CC1
[51] CCOC(=O)c1csc(N)c1-c1ccc([N+](=O)[O-])cc1
[52] Nc1ccccc1Nc1cc(-c2cccc(Cl)c2)nn1-c1ccccc1
[53] COc1cccc(NC(=O)Cn2c(=O)n(-c3cc(OC)c(OC)c(OC)c3)c(=O)c3ccccc32)c1
[54] Cc1c(C(=O)NCCSCc2cccc(C(F)(F)F)c2)cnn1-c1ccc(F)cc1

assay / entry,49,50,51,52,53,54
MEKK2mut PB1 HTS,-1,-6,-21,0,3,1
GalR3 antagonist,-5,-2,-2,-10,-5,-3
FID counter,-16,6,2,-3,-2,-29
SUMO HTRF inh,6,5,2,-21,16,7
HCV NS3 hel inh,29,2,1,4,-11,-20
MEKK2wt PB1 HTS,105,99,92,112,105,109
MEKK3 PB1 HTS,102,107,89,112,104,107
CRFR2-BP ag,1.2,1.8,-4.5,-1.2,4.2,-3.3
CRFBP-R2 block,2,3,18,-12,0,11
